RXFP1 agonist: qHTS Assay for Agonists of the Relaxin Receptor RXFP1; HEK293T-RXFP1 cAMP TR-FRET, 30 min; response scale: percent of porcine relaxin response, buffer zero; Potency, µM (series often up to 57.5 µM), for inactives: top-dose activation, most hits filed as activators; 370,000 compounds, 0.3% hits; active = well fitted activation curve with a large enough effect; inconclusive = small, poorly fitted or top-dose-only effect; note: potency is the fitted concentration of half-maximal effect; % is set by controls: 0 for no effect and ±100 for the full control effect; nearly all actives have a fitted effect of over 60% in size; many of its hits are not listed in these tables
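Agonist response is measured as cAMP accumulation in an RXFP1-transfected HEK293T line under PDE4 inhibition. Values are scaled between buffer-only and 29 nM porcine relaxin, and EC50s come from standard Hill equation fits.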
D2 antagonist: HTS Assay for Allosteric Antagonists of the Human D2 Dopamine Receptor: Primary Screen for Antagonists | inhibition, % at 10 µM | AID 485344, 2010 | HEK293 TREx D2 cells, calcium flux, dopamine EC80 | D(2) dopamine receptor (Homo sapiens), P14416 | 340,000 compounds, 2% hits; in the data active = inhibition above about 30%; note: 0% is about no effect
Target sequence (P14416 whole entry, looked up): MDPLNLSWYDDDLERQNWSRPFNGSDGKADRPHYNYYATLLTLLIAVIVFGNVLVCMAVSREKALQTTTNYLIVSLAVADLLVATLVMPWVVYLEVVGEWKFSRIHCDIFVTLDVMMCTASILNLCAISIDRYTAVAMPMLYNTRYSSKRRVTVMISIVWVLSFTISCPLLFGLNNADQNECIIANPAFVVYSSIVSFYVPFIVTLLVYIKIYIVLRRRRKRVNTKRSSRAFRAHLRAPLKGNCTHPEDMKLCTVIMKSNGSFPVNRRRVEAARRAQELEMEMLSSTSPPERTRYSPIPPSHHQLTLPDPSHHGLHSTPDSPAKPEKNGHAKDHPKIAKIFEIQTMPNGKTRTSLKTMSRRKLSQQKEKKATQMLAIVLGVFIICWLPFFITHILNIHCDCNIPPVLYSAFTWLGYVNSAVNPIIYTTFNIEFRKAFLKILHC
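Dopamine at EC80 is the agonist stimulus; test compounds precede it by 180 s. Calcium flux read kinetically in a force-coupled, inducible HEK293 T-REx D2 cell line.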
D2 agonist: HTS Assay for Allosteric Agonists of the Human D2 Dopamine Receptor: Primary Screen for Agonists; HEK293 T-REx D2 cells, calcium flux agonist mode; activation, % at 2 µM; 340,000 compounds, 0.53% hits; D(2) dopamine receptor (Homo sapiens), P14416;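 active = activation over 3 SD above normal in the single-dose calcium agonist read, cut at about 30% in these data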; note: 0% is about no effect
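Agonism scored from kinetic calcium signal (1 read/sec, 180 s) following compound pin transfer, after a 10 s baseline. Cells: HEK293 Trex line expressing inducible D2 receptor coupled to calcium, dye-loaded after overnight culture at 30 C.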
D1 agonist: Allosteric Agonists of the Human D1 Dopamine Receptor: qHTS | 360,000 compounds, 1% hits | HEK293 T-REx D1 cells, calcium flux, agonist mode | activation, % at 2 µM | D(1A) dopamine receptor (Homo sapiens), P21728; in the data active = activation above about 30%; note: 0% is about no effect
Target sequence (P21728 whole entry, looked up): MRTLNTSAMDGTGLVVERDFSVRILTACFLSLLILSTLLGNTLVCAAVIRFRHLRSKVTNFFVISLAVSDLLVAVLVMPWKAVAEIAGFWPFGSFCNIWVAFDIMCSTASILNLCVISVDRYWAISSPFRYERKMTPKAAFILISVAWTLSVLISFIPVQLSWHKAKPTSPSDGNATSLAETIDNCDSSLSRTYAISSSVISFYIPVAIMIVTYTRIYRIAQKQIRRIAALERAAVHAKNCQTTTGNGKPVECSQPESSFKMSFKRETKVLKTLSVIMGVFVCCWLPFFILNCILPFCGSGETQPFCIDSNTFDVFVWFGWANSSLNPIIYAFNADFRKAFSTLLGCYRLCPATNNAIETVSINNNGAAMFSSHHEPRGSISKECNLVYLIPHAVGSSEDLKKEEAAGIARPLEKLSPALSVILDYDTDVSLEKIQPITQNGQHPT
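Tetracycline-induced HEK293 TREx D1 cells, force-coupled to calcium signalling, were dye-loaded with a no-wash calcium kit. Compound was pin-added after a 10 s baseline. Fluorescence was read kinetically at 1 cycle/s for 180 s, with calcium rises flagged as agonism.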
D2 PAM: HTS Assay for Positive Allosteric Modulators of the Human D2 Dopamine Receptor: Primary Screen for Potentiators; D(2) dopamine receptor (Homo sapiens), P14416; 340,000 compounds, 0.34% hits; AID 485347, 2010; potentiation, % at 10 µM; HEK293 T-REx D2, calcium flux, EC20 dopamine potentiation;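 active = potentiation over 3 SD above the plate norm, cut at about 30% in these data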; note: 0% is about no effect
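Potentiation of an EC20 dopamine calcium response measured kinetically over 180 s, after a preceding 180 s compound-only read flagging agonists. Cells: inducible Hek293 Trex D2 line, 4000/well, cultured overnight at 30 C before dye loading.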
D1 PAM: Potentiators of Human D1 Dopamine Receptor: qHTS; AID 504651, 2011; HEK293 TREx D1 cells, calcium flux, dopamine EC20 potentiation; potentiation, % at 10 µM; 360,000 compounds, 0.036% hits; D(1A) dopamine receptor (Homo sapiens), P21728; in the data active = potentiation above about 30%; note: 0% is about no effect
RXFP1 antag: qHTS Assay for Antagonists of the Relaxin Receptor RXFP1; activity change, negative = inhibition, % at 57.5 µM; AID 1259400, 2018; Relaxin receptor 1 (Homo sapiens), Q9HBX9; HEK293-RXFP1, relaxin-stimulated cAMP HTRF, 30 min; stronger effect = lower value; 350,000 compounds, 0.59% hits;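 active = activity change of -60% or lower, but not beyond a set lower limit; inconclusive = change between -60% and -40%, or beyond the set limit; inactive = change above -40%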; note: % is set by controls: 0 for no effect and ±100 for the full control effect
D1 antag: Antagonist of Human D 1 Dopamine Receptor: qHTS | HEK293 TREx D1 cells, calcium flux, dopamine EC80; stronger effect = lower value | activity change, negative = inhibition, % at 10 µM | 360,000 compounds, 3.2% hits | D(1A) dopamine receptor (Homo sapiens), P21728; in the data active = activity change below about -30%; note: % is set by controls: 0 for no effect and ±100 for the full control effect
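Compound effects on dopamine-evoked calcium signalling were measured in tetracycline-induced HEK293 Trex D1 cells. Dopamine at EC80 followed a 180 s compound pre-read, and fluorescence was tracked kinetically for 180 s more.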
TRHR enhancer: qHTS for Small Molecule Agonists and Allosteric Enhancers of Human TRH Receptor: Primary Screen for Enhancers | TRHR cells, fluo-8 calcium fluorescence, EC20 TRH enhancement | AID 493056, 2011 | Thyrotropin-releasing hormone receptor (Homo sapiens), P34981 | enhancement, % at 2 µM | 360,000 compounds, 0.66% hits; in the data active = enhancement above about 30%; note: 0% is about no effect
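TRHR-expressing cells loaded with fluo-8 calcium dye were read kinetically (ex 480/em 530) during compound addition, then stimulated with an EC20 of TRH (10 nM final). Enhancement of the Gq-mediated intracellular calcium response was scored.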
* hit, by the source's call; ? = inconclusive; · = not tested or not shown. An excerpt; the hit share may differ from the screen's.

entry	Molecule	RXFP1 agonist	D2 antagonist	D2 agonist	D1 agonist	D2 PAM	D1 PAM	RXFP1 antag	D1 antag	TRHR enhancer
1	CC(=O)Nc1cc(-c2ccccc2)ccc1O	0.0%	-2	0.6	2	8	1	16	-8	-1
2	O=S(=O)(Oc1ccc(Cl)cc1)c1cccc2cccnc12	-1.0%	-11	-0.9	5	-5	4	7	7	4
3	COc1ccc(NC(=O)COc2ccc(C(=O)NCc3cccnc3)cc2OC)cc1	0.1%	-14	0.6	0	6	2	8	12	3
4	CCOC(=O)c1c(C)oc2nc(C)nc(N3CCN(c4ccc(C(C)=O)cc4)CC3)c12	29%	·	-0.3	5	-3	-2	-14	6	11
5	O=C(Nc1cccc(-c2csc(Nc3ccc(Cl)cc3)n2)c1)c1cccc(C(F)(F)F)c1	0.5%	21	0.0	2	-2	-3	·	-15	-5
6	Cc1ccc(NC(=O)CSc2nc3ccc(NC(=O)c4cccs4)cc3s2)cc1	0.7%	·	-0.4	3	8	-1	·	14	-1
7	CCC1CCc2c(c3ccccc3[nH]c2=O)O1 (stereo not given)	0.1%	2	-0.2	1	5	-4	·	-7	-1
8	COc1cccc(NC(=O)CCC2CCN(C(=O)c3scnc3C)CC2)c1	-0.3%	-27	0.4	0	5	-24	-10	11	1
9	Cc1cc(NCCOCCO)n2ncc(-c3ccc(Cl)cc3)c2n1	4.7%	-2	3.5	3	5	6	-7	-12	3
10	CCc1nc(N)c(C#N)c(-c2ccc(F)cc2)c1C	1.9%	-4	-0.2	1	4	7	1	-18	3
11	O=C(Cn1cnc([N+](=O)[O-])c1)c1ccc(F)cc1	-0.4%	·	·	3	1	-10	·	-25	7
12	O=C(c1ccccc1)N(Nc1ccccc1)c1ccccc1	-3.1%	1	-0.4	2	-4	-5	-5	-6	2
13	CCN(CC)S(=O)(=O)c1ccc2c(c1)N(CC(=O)NCc1ccco1)C(=O)CO2	16%	-15	-1.1	1	2	7	0	3	6
14	CCOP(=O)(OCC)c1nc(-c2cccc3ccccc23)oc1NCc1ccccc1	8.0%	-13	-0.6	0	14	5	-19	3	-3
15	CCOC(=O)c1noc2nc(C)n(Cc3cccc(C#N)c3)c(=O)c12	8.1%	·	-1.9	0	-2	-2	-34	0	-4
16	COC(=O)Cn1ccc(-c2ccc(Cl)cc2)c(C#N)c1=O	1.3%	7	-0.8	1	-2	-7	9	·	-18
17	Cc1cc(C)cc(NC(=O)N2CCN(C)c3ncccc32)c1	2.9%	·	-0.8	0	13	3	·	-21	-8
18	CC1C(=NO)C(C)C(c2ccccc2)NC1c1ccccc1 (stereo not given)	-0.3%	3	0.1	1	13	-2	-5	11	-2
19	O=C(CSc1nccc(=O)[nH]1)Nc1ccc(Br)c(Cl)c1	1.2%	·	·	4	·	2	-11	16	0
20	COc1ccc(CN(C(=O)/C=C/c2ccco2)C2CCS(=O)(=O)C2)cc1OC (stereo not given)	-0.3%	2	-1.0	1	-3	-2	-2	10	-9
21	CC1(C(=O)OCC(=O)Nc2ccc(C(N)=O)cc2)CC1(Cl)Cl (stereo not given)	2.7%	-6	0.6	4	7	2	-16	0	-8
22	Cc1cc(C)c(OCC(=O)N/N=C/c2ccco2)c(C)c1	2.2%	-17	-1.7	1	2	-1	-2	-13	-5
23	Cc1ccc(C(=O)NCC(c2cccs2)S(=O)(=O)c2ccccc2)cc1C (stereo not given)	-0.6%	·	-1.0	24	15	-3	·	·	4
24	Cc1sc(Cc2nc(O)cs2)nc1-c1ccccc1	5.0%	-8	-0.3	4	-2	0	-5	-12	-3
25	CCOC(=O)C1(Cc2cccc(OC)c2)CCN(Cc2cccc(OC)c2O)CC1	-0.5%	2	-1.1	7	-9	-6	-3	-6	6

Copied from the list.
CCOC(=O)c1c(C)oc2nc(C)nc(N3CCN(c4ccc(C(C)=O)cc4)CC3)c12 – D2 PAM = -3
O=C(CSc1nccc(=O)[nH]1)Nc1ccc(Br)c(Cl)c1 – D1 agonist = 4

(continued)
entry	Molecule	RXFP1 agonist	D2 antagonist	D2 agonist	D1 agonist	D2 PAM	D1 PAM	RXFP1 antag	D1 antag	TRHR enhancer
26	O=S(=O)(/N=C(/Nc1cc(N2CCOCC2)ncn1)c1ccccc1)c1ccccc1	2.6%	-4	0.7	5	1	1	-10	4	2
27	CN1CCC(=NNC(=O)C(=O)NC2CCCC2)CC1	1.9%	3	-0.1	3	-2	0	-26	-2	11
28	O=C(Nc1ccc2c(c1)OCO2)N1CCN(c2ncc(C(F)(F)F)cc2Cl)CC1	1.5%	-2	1.3	6	1	-3	7	-10	-6
29	CCCCN(C)C(=O)c1cc2c(s1)-c1ccccc1S(=O)(=O)C2	1.3%	5	0.2	4	10	3	5	-4	-7
30	CCn1c(COc2cc(C)ccc2C(C)C)nnc1SCC(=O)Nc1nccs1	1.1%	·	·	3	·	-3	-2	-14	-4
31	Cc1cc(/C=N/NC(=O)c2nn(C)cc2Cl)c(C)n1-c1cccc(Br)c1	4.5%	9	-1.9	1	2	-1	-14	0	-4
32	CN(C(=O)c1cc2c(s1)-c1ccccc1S(=O)(=O)C2)c1ccccc1	1.4%	0	-0.7	2	-4	1	-13	6	-8
33	CCc1ccc(C2=CC(c3cc(Br)ccc3F)n3ncnc3N2)cc1 (stereo not given)	0.4%	-6	-0.5	5	-7	2	-3	-1	1
34	COc1cccc(CSc2nc(-c3ccccc3OC)nc3c2Cc2c(CO)cnc(C)c2O3)c1	0.8%	·	0.4	0	2	-3	-16	4	-5
35	CCOc1ccc2c(c1)C(N(CCN1CCOCC1)C(=O)Nc1ccc(OC)cc1OC)CC(C)(C)O2 (stereo not given)	1.1%	13	0.0	0	·	1	3	5	1
36	Cc1cccc(NC(=O)c2cccnc2)c1C	0.0%	-19	-0.7	0	6	2	-1	3	-4
37	CCOc1ccc(NC(=O)C2CC(=O)N(CCc3ccc(OC)c(OC)c3)C2)cc1OCC (stereo not given)	-1.0%	-7	0.3	1	2	2	4	7	-1
38	COc1ccc(C(Nc2ccccn2)c2c(NC(=O)c3ccco3)sc(C)c2C)cc1 (stereo not given)	5.4%	-7	-1.3	2	6	-1	-18	7	8
39	COc1cc(/C=C(\C#N)C(=O)NCCc2ccccc2)cc(OC)c1O	-0.5%	-1	14	73*	-17	2	-9	16	12
40	CC(C)C(=O)NC(NC(=S)NC1CCS(=O)(=O)C1)C(Cl)(Cl)Cl (stereo not given)	1.6%	11	0.0	4	-1	-4	6	7	4
41	CCn1c(C)cc(C=C2C(=O)c3ccccc3C2=O)c1C	1.7%	4	2.6	2	5	0	-10	-3	4
42	COc1ccc(C(=O)N/C(=C/c2cccnc2)C(=O)N2CCOCC2)cc1OC	5.1%	5	-0.8	4	6	-1	-8	19	0
43	CCCOc1ccc(C(C)=O)cc1CN1CCOCC1	1.2%	1	0.3	6	11	-3	-7	-6	2
44	CCOC(=O)c1ccc(NC(=O)Cn2cccc2)cc1	-0.9%	-1	-0.9	2	-10	-5	-11	-10	-10
45	CCOc1ccc(C(=O)Nc2ccc3c(c2)OCO3)cc1OCC	1.1%	-13	0.7	0	-12	-9	-9	2	-5
46	O=C1C(=C(c2ccccc2)c2ccccc2)Nc2ccccc21	2.7%	8	0.5	36*	1	-12	-10	-7	-12
47	COc1ccc(C(=O)NC(=S)N2CCNC(=O)C2)cc1Br	0.5%	0	1.3	3	11	0	-1	20	28
48	CCOc1ccccc1NC(=O)Cn1c(=O)n(Cc2ccco2)c(=O)c2cccnc21	6.2%	·	-0.6	-1	8	-2	·	-4	44*
49	Cc1ccc(NC(=O)Cc2nn(C)c(=O)c3ccccc23)cc1F	2.4%	4	-0.2	17	10	-6	-7	-66*	3
50	CC(C)Cn1c(N)c(C(=O)COC(=O)c2cc(F)cc(F)c2)c(=O)n(C)c1=O	-0.3%	-4	1.8	13	1	-4	-15	-3	13
51	Cc1ccccc1COc1ccc2oc(C)c(C(=O)O)c2c1	2.6%	2	-0.7	2	22	1	-6	-4	-1
52	CCCCCn1c(N)c(-c2nc3ccccc3o2)c2c([N+](=O)[O-])nn(C)c(=O)c21	-0.7%	3	0.7	7	-4	-7	-12	4	-3
53	Cc1cc(C)n2nc(C(=O)Nc3cccc(S(=O)(=O)N4CCCC4)c3)nc2n1	?	-4	-0.1	3	-1	-1	0	10	5
54	Nc1nc(N)c(Cc2ccc(Cl)cc2Cl)c(N)n1	-0.2%	14	7.1	20	8	-5	4	-4	2
55	COc1cc(NC(=O)CNc2ccc(Cl)c(S(=O)(=O)N3CCOCC3)c2)cc(OC)c1	1.2%	15	-2.5	5	-10	-6	7	-16	-4
56	O=C(CCN1C(=O)c2ccccc2S1(=O)=O)Nc1ccc(F)c([N+](=O)[O-])c1	0.9%	-3	-1.0	7	-11	6	-10	-10	4
57	Cc1ccc2c(c1)N(C(=O)CCC(=O)N1CCC(C(N)=O)CC1)CCO2	6.1%	8	-0.4	4	-1	0	3	4	1
58	CCN(CC)CCCN=C(N)N	0.7%	-17	0.7	0	-1	-7	20	-15	-6
59	c1ccc(CCNc2ncnc3ccccc23)cc1	3.0%	22	0.3	18	0	-3	-4	-29	-6
60	COc1cc(C=O)ccc1Oc1nnnn1-c1ccccc1	2.9%	-5	0.1	2	-5	-8	-16	-9	-1
61	O=C(O)C1CCN(S(=O)(=O)c2cccc3nonc23)CC1	-1.7%	-13	0.4	1	7	9	8	-1	-5
62	CC1(C)CC(=O)C=C(/C=C/c2ccccc2)C1	0.9%	-7	-2.0	-2	10	0	·	·	1
63	COc1ccc(OC)c(C(c2nnnn2C(C)(C)C)N2CCc3ccccc3C2)c1 (stereo not given)	1.6%	7	-0.4	5	-1	2	-8	11	-3
64	CC(=O)C(Sc1nn(C)c(=S)s1)C(=O)Nc1ccccc1 (stereo not given)	1.6%	·	·	2	·	-3	7	10	-3

Whole records as entered above. Order of values: RXFP1 agonist	D2 antagonist	D2 agonist	D1 agonist	D2 PAM	D1 PAM	RXFP1 antag	D1 antag	TRHR enhancer
`Cc1ccc(NC(=O)Cc2nn(C)c(=O)c3ccccc23)cc1F` in the list: 2.4%	4	-0.2	17	10	-6	-7	-66*	3
`CCOc1ccc(NC(=O)C2CC(=O)N(CCc3ccc(OC)c(OC)c3)C2)cc1OCC` (stereo not given) in the list: -1.0%	-7	0.3	1	2	2	4	7	-1
